RXFP1 agonist = RXFP1 (human) receptor agonism. Q9HBX9. HEK293T-RXFP1 cAMP TR-FRET, 30 min; response scale: percent of porcine relaxin response, buffer zero. Potency, µM (highest dose often 57.5 µM), for inactives: top-dose activation, hits mostly activators. 370,000 compounds, 0.3% hits; also: potency is read from the fitted curve at half-maximal effect; % is scaled to controls: 0 for no effect and ±100 for the full control effect; nearly all actives have a fitted effect of over 60% in size; many of its hits are not listed in these tables
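HEK293T cells stably expressing RXFP1 were pretreated with the PDE4 inhibitor Ro 20174, exposed to compounds for 30 min at 37C, lysed, and cAMP was read by TR-FRET. Data normalized to buffer (basal) and 29 nM porcine relaxin (100%).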
D1 antag = antagonists of human D1 dopamine receptor. HEK293 TREx D1 cells, calcium flux, dopamine EC80; stronger effect = lower value. activity change, negative = inhibition, % at 10 µM. AID 504652. 360,000 compounds, 3.2% hits; in the data active = activity change below about -30%; also: % is scaled to controls: 0 for no effect and ±100 for the full control effect
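Calcium flux readout: force-coupled, inducible Hek293 Trex D1 line, cells induced overnight at 30 C with tetracycline, dye-loaded 30–90 min at RT. Antagonism scored against EC80 dopamine challenge given 180 s after compound.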
RXFP1 antag = RXFP1 (human) relaxin receptor antagonism; Q9HBX9; HEK293-RXFP1, relaxin-stimulated cAMP HTRF, 30 min; stronger effect = lower value; activity change, negative = inhibition, % at 57.5 µM; 350,000 compounds, 0.59% hits;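 active = activity change of -60% or lower, but not beyond a set lower limit; inconclusive = change between -60% and -40%, or beyond the set limit; inactive = change above -40%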; also: % is scaled to controls: 0 for no effect and ±100 for the full control effect
D2 PAM = positive allosteric modulators of human D2 dopamine receptor. P14416. HEK293 T-REx D2, calcium flux, EC20 dopamine potentiation. potentiation, % at 10 µM. 340,000 compounds, 0.34% hits. AID 485347;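 active = potentiation over 3 SD above the plate norm, cut at about 30% in these data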; also: 0% is about no effect
Target sequence (P14416 whole entry, looked up): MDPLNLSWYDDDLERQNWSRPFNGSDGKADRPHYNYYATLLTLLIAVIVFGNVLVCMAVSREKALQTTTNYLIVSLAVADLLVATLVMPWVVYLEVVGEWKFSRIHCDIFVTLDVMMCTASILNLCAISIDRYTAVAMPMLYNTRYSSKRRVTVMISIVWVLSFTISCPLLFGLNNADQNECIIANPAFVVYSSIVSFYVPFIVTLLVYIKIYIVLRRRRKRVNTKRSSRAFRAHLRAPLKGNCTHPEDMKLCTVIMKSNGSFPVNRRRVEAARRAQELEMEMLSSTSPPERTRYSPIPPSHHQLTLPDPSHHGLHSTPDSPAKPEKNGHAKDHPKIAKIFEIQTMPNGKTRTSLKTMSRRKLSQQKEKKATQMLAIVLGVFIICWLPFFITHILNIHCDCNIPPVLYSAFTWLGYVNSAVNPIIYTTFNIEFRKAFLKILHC
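Tetracycline-induced HEK293 T-REx cells force-coupled to calcium signalling expressed D2; compounds were pin-added after a 10 s baseline, read kinetically 180 s, then an EC20 dopamine challenge followed with a further 180 s calcium read.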
Anesthetic bind = candidate novel general anesthetic via apoferritin binding; AID 485281; Potency, µM (top dose mostly 77.5 µM), for the others: at the highest dose activity change, negative = displacement, actives largely listed as inhibitors; 350,000 compounds, 0.074% hits; apoferritin/1-aminoanthracene competitive binding, fluorescence; also: potency is read from the fitted curve at half-maximal effect; % is scaled to controls: 0 for no effect and ±100 for the full control effect; nearly all actives have a fitted effect of over 20% in size
Target sequence (P02791 2-175 limits assumed): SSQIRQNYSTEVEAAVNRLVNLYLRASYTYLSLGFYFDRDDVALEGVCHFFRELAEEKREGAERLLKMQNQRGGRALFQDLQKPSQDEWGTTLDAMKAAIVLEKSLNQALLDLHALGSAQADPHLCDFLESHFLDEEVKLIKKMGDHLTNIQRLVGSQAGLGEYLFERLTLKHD
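Horse-spleen apoferritin (10 uM) in 50% saturated 1-aminoanthracene in PBS was incubated 10 min at room temperature with compound. Fluorescence (ex 380, em 535 nm) was normalized to free and bound 1-AMA, with concentration-response fitted by a four-parameter Hill equation.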
TRHR agonist = activates the human TRH receptor | TRHR cells, calcium flux fluo-8, FDSS agonist mode | 360,000 compounds, 0.18% hits | P34981 | activation, % at 2 µM; in the data active = activation above about 30%; also: 0% is about no effect
Target sequence (P34981 whole entry, looked up): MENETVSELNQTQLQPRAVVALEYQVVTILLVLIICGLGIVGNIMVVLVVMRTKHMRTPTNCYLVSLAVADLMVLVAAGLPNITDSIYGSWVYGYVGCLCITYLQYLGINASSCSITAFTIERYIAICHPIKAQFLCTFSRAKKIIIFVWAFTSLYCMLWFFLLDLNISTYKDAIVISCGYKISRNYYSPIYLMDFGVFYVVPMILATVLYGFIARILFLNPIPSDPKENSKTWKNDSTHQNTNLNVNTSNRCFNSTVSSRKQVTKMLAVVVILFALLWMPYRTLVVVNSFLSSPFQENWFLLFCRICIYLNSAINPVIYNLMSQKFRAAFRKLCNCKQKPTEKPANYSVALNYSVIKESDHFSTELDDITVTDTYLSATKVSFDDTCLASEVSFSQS
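Fluo-8-loaded TRHR cells; 10 s baseline, compound added, kinetic Ca2+ fluorescence read 1/s, agonist mode.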
D1 PAM = potentiators of human D1 dopamine receptor; HEK293 TREx D1 cells, calcium flux, dopamine EC20 potentiation; potentiation, % at 10 µM; 360,000 compounds, 0.036% hits; AID 504651; in the data active = potentiation above about 30%; also: 0% is about no effect
D1 ag = agonists of human D1 dopamine receptor; P21728; HEK293 T-REx D1 cells, calcium flux, agonist mode; activation, % at 2 µM; 360,000 compounds, 1% hits; AID 504660; in the data active = activation above about 30%; also: 0% is about no effect
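Tetracycline-induced HEK293 TREx D1 cells, force-coupled to calcium signalling, were dye-loaded with a no-wash calcium kit. Compound was pin-added after a 10 s baseline. Fluorescence was read kinetically at 1 cycle/s for 180 s, with calcium rises flagged as agonism.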
TRHR PAM = TRH receptor (human) allosteric enhancement | TRHR cells, fluo-8 calcium fluorescence, EC20 TRH enhancement | enhancement, % at 2 µM | P34981 | 360,000 compounds, 0.66% hits; in the data active = enhancement above about 30%; also: 0% is about no effect
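TRHR-expressing cells loaded with fluo-8 calcium dye were read kinetically (ex 480/em 530) during compound addition, then stimulated with an EC20 of TRH (10 nM final). Enhancement of the Gq-mediated intracellular calcium response was scored.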
The depositor's hits bear a star; ? = inconclusive; nt = not tested or not shown; & = joins results of further samples. Unless noted, calls follow the shape of the dose curve; as a rule, active = well fitted curve in the direction sought with a large enough effect; inconclusive = small, poorly fitted or top-dose-only effect, or another doubt; inactive = no such curve, though single readings can be large; an effect the other way counts as inactive or inconclusive. Some of the compounds tested (hit frequency here may not be typical).

SMILES	RXFP1 agonist	D1 antag	RXFP1 antag	D2 PAM	Anesthetic bind	TRHR agonist	D1 PAM	D1 ag	TRHR PAM
CSC(=NC(C)c1ccccc1)NS(=O)(=O)c1cccs1 (stereo not drawn)	0.5%	-11	11	-1	-12%	0.2	-1	5	-2
Cc1cc(C)cc(NC(=O)c2cc3c(=O)n(Cc4ccco4)ccc3nc2C)c1	1.0%	-3	-5	-3	-10%	-0.4	-4	1	4
CCN1CCN(Cc2ccc(NC(=O)c3ccc(C)c(NC(=O)C(=O)c4c[nH]c5ccccc45)c3)cc2C(F)(F)F)CC1	-0.7%&0.2%	-14&10	12	-7&-6	-17%&-3%	1.0&0.0	-6&0	4&5	-10&-9
Cc1oc(-c2ccccc2Cl)nc1CN1CCCCC1CO (stereo not drawn)	-2.7%	-10	-8	-13	-9%	-0.1	-4	2	5
O=C(O)c1nn(-c2cccc(C(F)(F)F)c2)ccc1=O	1.2%	2	4	8	6%	0.5	3	5	6
Cc1ccc(C(NC(=O)N2CCOCC2)C(Cl)(Cl)Cl)cc1F (stereo not drawn)	0.6%	1	-7	-6	-12%	-1.4	8	1	-8
Cc1cc(Cl)ccc1OCC(=O)N1CCCN(C(=O)COc2ccc(Cl)cc2C)CC1	1.4%	-14	-13	-1	-14%	0.4	-9	7	-11
CCOc1ccc(C(C)C)cc1S(=O)(=O)Nc1cccc(-c2ccc(N3CCOCC3)nn2)c1	3.3%	-1	-5	10	?	-0.3	-1	-1	6
COc1ccccc1OCCCC(=O)NCc1ccco1	-1.8%	-2	-13	nt	0%	-0.5	-1	2	1
CC(=O)Oc1ccc2c(c1)cc(C)n2C	-2.8%	-5	-15	4	-7%	-0.2	1	2	7
CCOc1cc2[nH]c(=S)n(Cc3ccc(C(=O)NCCCOC)cc3)c(=O)c2cc1OCC	?	2	-4	-7	-5%	0.2	-8	4	0
CO/N=C/CC(=O)c1ccc([N+](=O)[O-])c(CS(=O)(=O)c2ccc(Cl)cc2)c1	-5.6%	9	-2	14	3%	-2.4	-4	4	11
COc1ccc(/C=C/C(=O)CC(O)(c2ccccc2)C(F)(F)F)cc1 (stereo not drawn)	0.6%	-2	-4	-6	-19%	-0.3	-5	1	-4
Cc1cc2cc(CNC(=O)c3cccs3)ccc2n1C	2.8%	3	-5	-12	-10%	1.8	-3	10	4
Cc1cccc(-n2cc(CN3CCN(Cc4nccn4C)CC3)c(-c3cccc(F)c3)n2)c1	-0.4%	0	-3	-10	-18%	0.4	7	5	-2
CCc1nnc(NC(=O)c2ccc(-c3ccccc3Cl)o2)s1	3.1%	-2	-12	3	-15%	-1.8	0	2	-5
CCc1ccc(NC(=O)CN2C(=O)C(=O)N(Cc3ccccc3)C2=O)cc1	-0.1%	-8	nt	4	-19%	-1.0	-2	-1	0
Cc1cccc(NC(=O)CC2CCC2)c1	0.1%	-9	0	4	-22%	-0.9	-6	-4	-4
Cc1ccc(CN2CCC(CNC(=O)c3cnn(-c4ccccc4Cl)c3C3CCN(C(=O)OC(C)(C)C)CC3)CC2)cc1	-1.6%	0	-35	0	-12%	2.9	-5	27	19
Cc1[nH]c2ccc(F)cc2c1CCN(Cc1ccco1)C(=S)NC(C)(C)C	2.6%	-43*	-5	-14	-19%	1.0	-3	17	-4
CC1(C)CCc2cc(-c3ccnc(=S)[nH]3)ccc2O1	2.0%	1	-38	-1	3%	-0.2	-1	0	11
O=C(O)c1ccc2c(c1)CCC2	-0.5%	-2	-17	1	-1%	-1.6	-1	0	-4
CC1c2ccccc2N(NC(=O)Cc2ccccc2)C1C (stereo not drawn)	6.1%	-15	3	9	-5%	0.0	2	2	7
CC(Oc1ccc(Br)cc1)C(=O)N1CCc2ccccc21 (stereo not drawn)	0.1%	19	-27	14	6%	-0.8	0	1	9
CC1CCC(NC(=O)C(=O)Nc2ccc3c(c2)OCO3)CC1 (stereo not drawn)	6.5%	-12	3	4	-11%	0.0	-6	4	1
Cc1nn2c(=O)cc(COC(=O)c3ccc(S(=O)(=O)N4CCCCC4)cc3)nc2s1	0.7%	0	nt	-19	-4%	0.1	7	1	1
COc1ccc(C(=O)CSc2c(C(C)C)cnc3c2c(=O)n(C)c(=O)n3C)cc1	3.6%	-5	?	-7	-13%	-0.5	-2	2	-5
Cc1cc(C)c(S(=O)(=O)N(C)CC(=O)NCCCn2ccnc2)c(C)c1	0.0%	3	-7	5	-4%	-0.2	-4	1	-3
COc1ccc(CCNC(=O)C(=O)NCC2OCCN2S(=O)(=O)c2cccs2)cc1 (stereo not drawn)	1.3%	-6	2	15	-11%	-0.2	-3	2	-1
C=CCNC(=O)NC(=O)COC(=O)CCCSc1nc2ccccc2[nH]1	0.3%	6	-4	-1	-18%	-0.8	-4	2	0
CCOC(=O)c1c(-c2ccc(C)cc2C)csc1NC(=O)c1ccccc1Cl	0.9%	10	4	0	-6%	-1.3	-1	-1	9
COc1ccc2oc(C(=O)Nc3nc4ccccc4[nH]3)c(C)c2c1	-0.8%	-3	-7	10	-12%	0.4	-1	4	2
CCOC(=O)N1CCC(=NNc2nc3ccccc3s2)CC1	3.5%	1	0	-4	-9%	-1.1	-3	5	-3
COc1ccc(CCNC(=O)CCCn2c(=O)c3cccn3c3cccnc32)cc1OC	6.6%	8	-6	2	7%	-0.2	-4	1	-2
Cn1c(NC(=O)c2ccc3c(c2)OCO3)cc(=O)n(C)c1=O	-1.0%	-1	nt	-7	4%	0.2	0	2	-2
NC(=S)N/N=C/c1cc([N+](=O)[O-])ccc1OCCOc1ccccc1	2.5%	7	-9	0	-6%	-0.6	-3	2	11
O=C1CC(N(CCc2ccccc2)C(=S)Nc2ccccc2)C(=O)N1c1ccccc1 (stereo not drawn)	1.7%	-3	-19	-15	-13%	0.9	1	3	4
Cc1ccc(-n2ncc3c(=O)n(Cc4cccc(C(F)(F)F)c4)cnc32)cc1C	12%	-15	0	3	-11%	0.9	-2	4	-3
O=C(CCN1C(=O)c2ccccc2C1=O)NCc1ccc(F)cc1	0.6%	1	-1	4	-5%	0.4	-3	5	-2
Cc1cccc(OCC(=O)Nc2ccc(S(=O)(=O)Nc3onc(C)c3C)cc2)c1C	0.7%&8.0%	0&7	-9	6	-3%&-11%	-0.8&-0.4	5&-3	2&0	-3&7

Random excerpt: five compounds from above.
SMILES	RXFP1 agonist	D1 antag	RXFP1 antag	D2 PAM	Anesthetic bind	TRHR agonist	D1 PAM	D1 ag	TRHR PAM
O=C1CC(N(CCc2ccccc2)C(=S)Nc2ccccc2)C(=O)N1c1ccccc1 (stereo not drawn)	1.7%	-3	-19	-15	-13%	0.9	1	3	4
CC1(C)CCc2cc(-c3ccnc(=S)[nH]3)ccc2O1	2.0%	1	-38	-1	3%	-0.2	-1	0	11
O=C(O)c1ccc2c(c1)CCC2	-0.5%	-2	-17	1	-1%	-1.6	-1	0	-4
COc1ccc(C(=O)CSc2c(C(C)C)cnc3c2c(=O)n(C)c(=O)n3C)cc1	3.6%	-5	?	-7	-13%	-0.5	-2	2	-5
CCOC(=O)c1c(-c2ccc(C)cc2C)csc1NC(=O)c1ccccc1Cl	0.9%	10	4	0	-6%	-1.3	-1	-1	9

(continued)
SMILES	RXFP1 agonist	D1 antag	RXFP1 antag	D2 PAM	Anesthetic bind	TRHR agonist	D1 PAM	D1 ag	TRHR PAM
Cc1ccc(C)c(NC(=O)Cc2ccc(S(=O)(=O)N3CCCCC3)s2)c1	3.1%	7	0	-4	-14%	0.2	-5	7	7
Cc1nnc(SCCc2ccccc2)[nH]c1=O	-2.3%	-11	-2	11	-11%	-0.2	-2	0	-2
Cc1cc(Cl)c2oc(C(=O)N(C)CCCCN3CCOCC3)c(C)c2c1	-2.7%	-5	3	-15	-11%	0.2	-3	1	-1
Cc1ccc(OCC(O)Cn2c(NCCc3ccccc3)nc3c2c(=O)[nH]c(=O)n3C)cc1 (stereo not drawn)	1.6%	1	-13	6	-1%	1.2	-2	2	-3
N#CC1(NC(=O)CN2C(=O)c3ccccc3C2=O)CCCCC1	-1.8%	1	5	-11	nt	0.0	nt	2	8
CCOc1ccc(/C=C2\SC(=S)N(C)C2=O)cc1OC	-0.5%	13	-5	-5	-4%	-0.3	-1	5	2
COc1ccc(S(=O)(=O)N2CCN(C/C=C/c3ccccc3)CC2)cc1NC(C)=O	-0.6%	-1	3	4	-10%	0.4	-7	2	7
CNC(=O)COc1coc(CN2CCN(c3cccc(Cl)c3)CC2)cc1=O	0.6%	-6	3	5	2%	0.2	-3	2	-4
Cc1ccnc2nc(C(=O)NC3=NCCS3)nn12	5.8%	10	-11	-4	-8%	0.2	0	3	1
Cc1ccc(S(=O)(=O)c2nc(Nc3ccccc3N3CCOCC3)sc2Cl)cc1	-0.6%	-6	20	6	-17%	-0.8	-5	0	5
CC1CCN(C(=O)CSc2nnc(CSc3ncccn3)n2C)CC1	2.4%	-23	-30	nt	?	0.3	0	1	-2
O=C(CCCCCn1c(=S)[nH]c2ccsc2c1=O)NC1CCCCC1	-1.2%	-12	?	13	2%	-0.5	1	0	6
Cc1nc2nc(C)c(CCC(=O)NCc3ccc4c(c3)OCO4)c(C)n2n1	-1.7%	-9	-25	2	-6%	-0.2	0	4	4
COc1ccccc1Nc1nc(N)nc(CSC(=S)N2CCN(c3ccccc3)CC2)n1	0.2%	18	-2	2	-5%	-1.4	0	0	2
COC(=O)CSc1nnc(C)c(=O)[nH]1	1.1%	10	-5	-5	-3%	-0.3	-5	4	-3
COc1ccc(C2CCCN2C(=O)c2cccs2)cc1 (stereo not drawn)	1.2%	23	1	-14	-19%	-0.7	-2	1	-1
NNC(=O)CCn1nnc2ccccc21	-0.6%	5	1	-4	1%	2.1	2	2	2
COc1ccc(-n2nc(C(=O)NCC(=O)Nc3cc(C)ccc3OC)c3ccccc3c2=O)c(OC)c1	-2.3%	-9	-20	5	5%	-2.2	-3	3	2
O=C(O)Cc1ccc(NC(=O)c2cnccn2)cc1	0.7%	6	15	11	-2%	1.3	-3	0	-10
O=C(CSc1ccccc1)NC1CCCCCC1	3.0%	-8	4	9	?	-1.1	-2	0	-2
O=C(COc1ccc(Br)cc1)Nc1nnc(C2CC2)s1	0.6%	-6	8	-3	nt	-0.2	0	5	1
Cc1cccc(Cn2c(N3CCN(CCO)CC3)nc3c2c(=O)[nH]c(=O)n3C)c1	2.8%	0	3	nt	-6%	1.7	0	4	2
Cc1cc(C)cc(OCC(=O)NCCN2CCOCC2)c1	1.6%	-17	-7	nt	-3%	0.4	-7	1	0

Screening results deposited in PubChem by National Center for Advancing Translational Sciences (NCATS).
